Screening data: PubChem, Sanford-Burnham Center for Chemical Genomics
APJ agonist – APJ receptor agonism; P35414; CHO-K1 APJ PathHunter beta-arrestin, luminescence; 0% DMSO wells, 100% apelin; activation, % at 20 µM; 0.11% of 330,000 active; AID 2520;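 active = activation more than six SD over the plate average, tested at 20 µM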;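 note: 0% = DMSO alone and 100% = apelin-13 at 10 nM; some results filed as inactive read as strong as hits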
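assay system = CHO-K1 APJ beta-arrestin complementation cell line | input = cell density 1000 per well | dosing = compound 20 µM once, DMSO 1% | timing = compound 90 min 25 °C, reagent 1 h | measured by = luminescence from split beta-galactosidase complementation, Galacton Star/Emerald II substrate | read-out basis = APJ agonist activity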
Mdm2 MdmX PPI – human Mdm2/MdmX binding inhibition; AID 485346; inhibition, % at 8 µM; O15151+Q00987; 3% of 330,000 active; SaOS-2 split-luciferase Mdm2/MdmX complementation, luminescence;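 active = inhibition of at least 50% at 8 µM in the primary screen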
Target sequence (O15151 whole entry, looked up): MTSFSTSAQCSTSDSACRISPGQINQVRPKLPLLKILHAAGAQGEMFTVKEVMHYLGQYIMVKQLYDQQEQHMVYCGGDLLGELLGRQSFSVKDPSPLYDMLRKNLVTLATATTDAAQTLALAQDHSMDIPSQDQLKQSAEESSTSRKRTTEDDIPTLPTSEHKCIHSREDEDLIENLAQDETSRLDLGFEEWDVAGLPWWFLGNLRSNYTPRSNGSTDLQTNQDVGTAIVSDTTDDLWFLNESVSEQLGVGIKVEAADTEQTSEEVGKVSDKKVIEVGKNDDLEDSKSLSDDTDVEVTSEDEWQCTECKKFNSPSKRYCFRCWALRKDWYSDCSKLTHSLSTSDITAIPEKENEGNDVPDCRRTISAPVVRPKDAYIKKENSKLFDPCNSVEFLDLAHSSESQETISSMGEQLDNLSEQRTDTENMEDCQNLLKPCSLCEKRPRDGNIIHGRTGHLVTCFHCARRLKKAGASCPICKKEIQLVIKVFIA
Target sequence (Q00987 whole entry, looked up): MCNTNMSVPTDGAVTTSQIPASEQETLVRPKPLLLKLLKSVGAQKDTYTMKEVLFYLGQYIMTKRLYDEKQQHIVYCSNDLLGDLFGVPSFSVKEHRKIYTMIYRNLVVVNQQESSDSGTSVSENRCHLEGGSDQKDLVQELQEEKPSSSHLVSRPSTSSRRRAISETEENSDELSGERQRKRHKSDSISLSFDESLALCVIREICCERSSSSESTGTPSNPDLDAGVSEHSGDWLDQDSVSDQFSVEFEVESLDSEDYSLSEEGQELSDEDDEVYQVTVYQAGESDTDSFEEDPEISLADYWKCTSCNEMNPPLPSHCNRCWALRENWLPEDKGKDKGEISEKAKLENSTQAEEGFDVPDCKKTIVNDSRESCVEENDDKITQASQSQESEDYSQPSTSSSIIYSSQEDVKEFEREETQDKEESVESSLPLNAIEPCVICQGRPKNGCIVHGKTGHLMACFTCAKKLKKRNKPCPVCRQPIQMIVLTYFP
UPR XBP1 act – activators of adaptive arm of unfolded protein response (XBP1); CHO-XBP1 luciferase reporter, IRE1-XBP1 UPR activation, luminescence; percent of tunicamycin response, DMSO as zero; activation, % at 20 µM; 0.33% of 330,000 active;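 active = versus positive control, 20 µM dose yields 30% or more activation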;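 note: 100% = tunicamycin at 10 µg/mL and 0% = DMSO only wells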
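Material: CHO-XBP1 cells stably carrying IRE1-XBP1-driven luciferase reporter | Medium: F12 with 10% serum | Compound dosing: 20 µM single concentration, DMSO 1% | Incubation: Overnight seeding at 37 °C, 6 h compound treatment at 37 °C | Detection: Steady-Glo luminescence read | Read-out basis: % activation of reporter signal versus tunicamycin and DMSO controls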
697 NFkB inh – inhibitors of the PMA/ionomycin-induced NF-kB reporter in 697 B cells; 697 B-cell NF-kB luciferase reporter, 16 h; inhibition, % at 4 µM; 0.33% of 330,000 active; in the data active = inhibition above about 35%
Jurkat NFkB inh – lowers PMA/ionomycin-induced NF-kB signal in Jurkat cells. PMA/ionomycin-induced NF-kB luciferase reporter, luminescence. inhibition, % at 4 µM. 0.53% of 330,000 active. AID 435003; in the data active = inhibition above about 50%
APJ antag – blocks the human apelin receptor APJ; CHO-K1 APJ beta-arrestin complementation, luminescence; inhibition, % at 20 µM; 0.32% of 330,000 active; AID 2521;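 active = inhibition above about 40% at 20 µM, limit read from the data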;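 note: cells challenged with 10 nM apelin-13 agonist together with compound; plate controls were apelin-13 plus DMSO wells for no effect and DMSO wells lacking apelin-13 for full effect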
UPR CHOP act – activators of apoptotic arm of unfolded protein response (CHOP) | CHO-CHOP luciferase reporter, UPR activation, luminescence; percent of tunicamycin response over DMSO baseline | activation, % at 10 µM | 0.34% of 330,000 active | AID 449763;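 active = at 10 µM dose, activation of 40% or more, normalized to positive control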;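 note: 100% = tunicamycin at 10 µg/mL and 0% = DMSO alone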
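assay system = CHO CHOP reporter cells | amount = 500 CHO-CHOP cells per well | buffer or medium = F12 with 10% FBS | incubation = 16-18 h cell attachment, then 6 h compound exposure, 37 °C | detection = luminescence read with Steady-Glo | read-out = percent activation relative to tunicamycin control | controls = tunicamycin high control, DMSO low control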
tim23-1 inh – inhibits growth of tim23-1 mutant yeast; inhibition, % at 20 µM; 1.3% of 330,000 active; S. cerevisiae tim23-1 growth, BacTiter-Glo luminescence, 24 h;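 active = growth inhibition of the mutant yeast at or above 50%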;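 note: temperature-sensitive mutant grown at 25 °C; plate controls were DMSO-treated mutant yeast for no effect and medium wells lacking yeast for full effect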
Numbers without * were called inactive.

nr	SMILES	UPR CHOP act	APJ agonist	Mdm2 MdmX PPI	UPR XBP1 act	697 NFkB inh	Jurkat NFkB inh	APJ antag	tim23-1 inh
1	COCCN1CC(O)=C(c2nc3ccccc3c(=O)[nH]2)C1=N	0.7	-1	21	0	11	-9	13	-9
2	O=C(CSc1nc(-c2ccc(F)cc2)cs1)Nc1ccccn1	1.1	0	-20	2	-5	11	1	3
3	Cc1cccc(OCC(=O)N(Cc2nnc(-c3ccccc3Cl)o2)C2CC2)c1	1.1	-2	-6	-4	7	8	-1	33
4	O=C(NCCCN1CCCC1)c1ccc2c(c1)N(Cc1ccc(F)cc1)C(=O)c1ccccc1S2=O (stereo not drawn)	1.4	-4	15	0	-34	-24	17	-40
5	N#C/C(=C1/CCCCCN1)c1nnc2n1CCCCC2	-1.1	-6	6	-3	18	-9	9	-9
6	Cc1ccn(CCC(=O)NC2CCCc3c2cnn3-c2cccc(C)c2C)n1 (stereo not drawn)	-0.1	-2	19	-2	7	8	1	9
7	CCn1c(SCC(=O)c2cccs2)nnc1-c1cccs1	1.5	-2	12	0	9	-2	13	31
8	Cc1cccc(C(=O)OCC(=O)N(C)C(c2ccccc2)c2ccccc2)c1[N+](=O)[O-]	-1.5	-4	9	-2	4	0	2	18
9	Cc1c(C(c2ccccc2O)c2c(C)n(C)n(-c3ccccc3)c2=O)c(=O)n(-c2ccccc2)n1C	2.6	-4	19	1	-3	3	9	-4
10	CCCCNC(=O)c1sc(=S)n(-c2ccccc2OC)c1N	-0.9	-3	-24	1	19	3	-6	8
11	CCCN(Cc1ccccc1)C(=S)Nc1ccc(OC(F)F)cc1	0.7	-3	-12	-3	-5	-4	-12	33
12	O=C(OCc1ccc([N+](=O)[O-])cc1Cl)c1cnccn1	-2.1	0	7	-3	15	-2	2	1
13	C=CCOc1ccc(CNc2ccc3[nH]c(=O)[nH]c3c2)cc1OCC	-0.1	1	8	-3	3	4	-6	9
14	O=C1Nc2cc(C(=O)NCCCN3CCCC3)ccc2S/C1=C\c1ccccc1	3.9	-3	49	1	-23	-17	10	7
15	COc1ccc(CCNCc2c(OC)ccc3ccccc23)cc1OC	-1.7	-1	19	0	12	7	25	-2
16	C=CCOc1ccc(CNC(C)(C)CO)cc1OCC	-2.9	2	1	-4	24	6	11	-3
17	COc1cccc(NC(=O)N(CCCN2CCOCC2)C(C)c2cc3ccccc3o2)c1 (stereo not drawn)	-1.1	-4	-4	0	2	-10	0	-13
18	N#CC(C#SN)=C1CCCCC1	0.2	-1	2	-1	-11	-18	9	32
19	O=C(c1cccs1)N1CCN(c2ccc([N+](=O)[O-])cc2F)CC1	1.5	0	1	3	11	14	6	10
20	CCOc1ccc(S(=O)(=O)NCCC(=O)N(CC)CC(=O)Nc2c(F)cccc2F)cc1	1.7	-4	17	-1	26	13	8	-26

(listing goes on)
nr	SMILES	UPR CHOP act	APJ agonist	Mdm2 MdmX PPI	UPR XBP1 act	697 NFkB inh	Jurkat NFkB inh	APJ antag	tim23-1 inh
21	COc1ccc(CCN2CC(C(=O)NCCN3CCNC3=O)CCC2=O)cc1 (stereo not drawn)	-0.2	0	8	-1	-18	-4	12	17
22	O=c1[nH]nc(SCc2nnc(-c3cccc(Cl)c3)o2)n1C1CCCCC1	-1.5	-1	12	-2	-22	3	9	8
23	CC(=O)C1(C)OC(N)=C(C#N)C(c2ccccc2)C1(C#N)C#N (stereo not drawn)	2.2	2	14	0	15	-11	-5	22
24	COc1ccc(CNC(=O)CSc2ncnc3nc[nH]c23)cc1	2.7	3	-15	2	-17	-1	6	3
25	O=c1cc(Cl)[nH]c(=O)n1CCNc1ncc(C(F)(F)F)cc1Cl	3.9	-4	-35	1	-81	-11	2	-8
26	CC1(C)Cc2c(c(-c3ccccc3Cl)[nH]c(=O)c2C#N)CO1	1.0	-3	25	-1	12	-3	2	12
27	CCCCCNC(=O)CSC1=N/C(=C\c2ccc(Cl)c(Cl)c2)C(=O)N1CC	-2.9	-2	2	-4	-4	-1	-2	-16
28	O=C(C1CCC(Cn2c(=S)[nH]c3ccccc3c2=O)CC1)N1CCN(c2ccccc2)CC1 (stereo not drawn)	1.2	3	45	-2	-48	4	1	31
29	Nc1nnc(Cc2ccc(Cl)cc2)s1	-0.6	-1	34	-1	0	5	5	-6
30	CCN(Cc1nc(-c2cccc(C)c2)no1)C(=O)c1ccc2c(c1)OCO2	1.7	-1	-2	-4	-25	-7	-1	-5
31	CC(=O)Nc1ccc(N/C=C(\C#N)S(=O)(=O)c2ccc(Cl)cc2)cc1	3.4	-3	12	-4	-4	0	-18	-1
32	CCOC(=O)c1cnn(-c2ccc(C(F)(F)F)cn2)c1N	4.8	0	-69	3	-97	-67	36	18
33	O=C(NCCN1CCOCC1)c1ccc2c(c1)N(Cc1ccccc1)C(=O)CS2	-2.2	1	14	-1	-6	-6	0	6
34	CCOC(=O)CCn1nc(-c2ccc(C)cc2)c2ccccc2c1=O	-1.5	-4	-9	-2	2	10	-12	9
35	O=C(CSCc1ccc(Cl)cc1)NN=C1CCCCCC1	-1.4	-1	5	-1	-7	-2	11	7
36	COc1ccc(/C=C2\Sc3ccc(C(=O)N4CCCC4)cc3N(C)C2=O)cc1OC	-0.5	-3	40	-1	-6	18	2	16
37	CC(OC(=O)c1ccc2ncsc2c1)C(=O)Nc1cccc(Cl)c1 (stereo not drawn)	1.3	-5	28	0	-3	-4	24	37
38	Cc1nc(SCC(N)=O)[nH]c(=O)c1CCC(C)C	-2.7	-2	2	-2	12	-4	-9	8
39	COc1ccc(NCc2cccnc2)cc1	-1.0	-2	-16	2	-17	-16	-1	-20
40	C/C(N)=C(/C#N)C(=O)CSc1nc2cc(Cl)ccc2c(=O)n1-c1ccc(C)cc1	3.7	-2	10	-1	9	-6	4	14

More records:
nr	SMILES	UPR CHOP act	APJ agonist	Mdm2 MdmX PPI	UPR XBP1 act	697 NFkB inh	Jurkat NFkB inh	APJ antag	tim23-1 inh
41	O=C(O)CCCCCn1c(SCC(=O)c2ccc(O)c(O)c2)nc2ccsc2c1=O	0.6	-3	4	0	12	-18	-2	-1
42	CN1CCc2nc(SCC(=O)Nc3ccc(Cl)cc3)c(C#N)cc2C1	0.9	0	0	0	8	11	15	13
43	N/C(=N\OC(=O)N1CCOCC1)c1ccc(Cl)cc1	0.1	-1	92*	1	-20	-20	-9	33
44	CC(C)(C)c1ccc(S(=O)(=O)N2CCN(CCC#N)CC2)cc1	-0.6	-4	35	-3	0	-4	-55	51*
45	COc1ccc(N(CC(=O)NC2CCS(=O)(=O)C2)S(=O)(=O)c2cc(C)ccc2C)cc1 (stereo not drawn)	-0.6	0	7	-2	5	11	9	7
46	O=C(O)c1ccc(Nc2nc3ccccc3nc2NS(=O)(=O)c2cccs2)cc1	0.5	1	16	0	4	2	-11	17
47	CC(OC(=O)c1ccc(S(=O)(=O)N(C)c2ccccc2)cc1)C(=O)NCCC1=CCCCC1 (stereo not drawn)	-1.8	-2	14	-2	25	7	5	19
48	CC1C(=O)N2CCCc3cc(S(=O)(=O)NCCc4ccccc4)cc1c32 (stereo not drawn)	0.0	-3	26	-4	5	7	11	7
49	O=C(CN1CCC(C(=O)c2ccc3c(c2)OCCO3)CC1)NC1CCCC1	1.2	-5	4	-2	0	8	2	9
50	O=C(NCc1ccccc1)/C(=C/c1ccc(OC(F)F)cc1)c1ccccc1	1.3	4	-21	-2	-11	48	13	41
51	COc1ccc(CN(C)C(=O)c2[nH]c(C)c(C(C)=O)c2C)c(OC)c1OC	0.0	-1	10	-6	-11	20	-4	4
52	CN1CCN(C(=O)/C=C/c2ccc(C#N)cc2)CC1	-1.6	-2	6	2	-3	2	19	6
53	O=C1CN(C(=O)COC(=O)c2cccc(S(=O)(=O)NCc3ccccc3)c2)c2ccccc2N1	-1.5	4	7	2	-2	9	3	8
54	Cc1cc(C)nc(-n2nc(C)cc2NC(=O)COC(=O)CCC(=O)c2cccs2)n1	2.2	-3	24	2	4	-6	13	18
55	CCCNC(=S)N1CCC(C(=O)c2ccc3c(c2)OCCO3)CC1	1.1	-3	-5	-4	-1	10	-3	15
56	CCOc1ccc(/C=N/OC(C)C(=O)NCc2ccc3c(c2)OCO3)cc1 (stereo not drawn)	-0.4	-3	-57	-2	-2	16	10	13
57	Cc1cccc2c1CC(C)(C)NC2=C(C#N)C#N	2.8	-3	-25	0	-8	2	-1	8
58	CC(NC(=O)Cc1cccs1)c1ccccc1 (stereo not drawn)	0.5	-3	-3	1	12	-5	16	-3
59	CC(C)(C)OC(=O)N1CCC(C(=O)Nc2ccc(C(=O)N3CCOCC3)cc2)CC1	0.2	-4	-6	0	3	-6	2	-6
60	O=C(/C=C/c1ccc([N+](=O)[O-])cc1)NC1CC2CCC1C2 (stereo not drawn)	5.5	0	12	0	4	-18	-11	24

Reprinted at random: 3 compounds from above
nr	SMILES	UPR CHOP act	APJ agonist	Mdm2 MdmX PPI	UPR XBP1 act	697 NFkB inh	Jurkat NFkB inh	APJ antag	tim23-1 inh
49	O=C(CN1CCC(C(=O)c2ccc3c(c2)OCCO3)CC1)NC1CCCC1	1.2	-5	4	-2	0	8	2	9
46	O=C(O)c1ccc(Nc2nc3ccccc3nc2NS(=O)(=O)c2cccs2)cc1	0.5	1	16	0	4	2	-11	17
51	COc1ccc(CN(C)C(=O)c2[nH]c(C)c(C(C)=O)c2C)c(OC)c1OC	0.0	-1	10	-6	-11	20	-4	4

(list continues)
nr	SMILES	UPR CHOP act	APJ agonist	Mdm2 MdmX PPI	UPR XBP1 act	697 NFkB inh	Jurkat NFkB inh	APJ antag	tim23-1 inh
61	COC(=O)CSc1nnc(-c2ccncc2)n1N	-2.1	2	-20	-2	8	-3	2	6
62	Cc1ccc(NC(=S)NCc2ccccc2)cc1S(=O)(=O)N1CCCCC1	-1.1	1	14	1	8	-10	8	30
63	O=C(CSc1ccc([N+](=O)[O-])cc1)Nc1cccc(S(=O)(=O)N2CCOCC2)c1	0.5	0	5	1	-5	4	5	17
64	O=C(Cc1c(Cl)cccc1Cl)N1CCN(S(=O)(=O)c2cccs2)CC1	-1.8	-2	-39	-2	7	-12	14	19
